HIV peptide binding: inhibitors of HIV fusion peptide binding, primary screen, biochemical, uHTS, fluorescence dequenching (AID 1986) | cell-free peptide binding, fluorescence dequenching, 30 min; higher % means a stronger effect | inhibition, % at 20 µM, or IC50 in µM where a hit was titrated | 290,000 compounds, 0.3% hits; in the data active means inhibition mostly above about 52%, no sharp cut-off; inactive means mostly below about 76%; further: some results filed as inactive read as strong as hits
LYP phosphatase: PTPN22 lymphoid phosphatase activity blockers – biochemical, fluorescence intensity, uHTS (AID 1779); recombinant LYP phosphatase, fluorescence intensity; higher % means a stronger effect; 290,000 compounds, 0.054% hits; one-dose inhibition, % at 11.5 µM; IC50 in µM for titrated hits; in the data active means inhibition above about 50%;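 further: plate controls were vehicle with enzyme for no effect and no enzyme for full effect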
RSV antiviral HEp-2: inhibition of RSV-induced cytopathic effect – HEp-2 cells, primary 10 µM value included (AID 2391) | CPE inhibition, % at 10 µM; hits with a dose series show IC50 in µM | HEp-2 cells, RSV-induced CPE inhibition; higher % means a stronger effect | 310,000 compounds, 0.13% hits; in the data active means a potency from the dose series; inconclusive means CPE inhibition mostly from about 23% at the one dose, without a potency; inactive means the rest, 99 in 100 with CPE inhibition below about 21%; further: strong numbers were not always called active
Dengue-2 NS5 capping: Dengue-2 NS5 methyltransferase inhibitors, primary screen, biochemical, confirmation dose response (AID 588689); Dengue-2 NS5 methyltransferase capping enzyme assay, biochemical; higher % means a stronger effect; inhibition, % at 25 µM; hits with a dose series show IC50 in µM; 340,000 compounds, 0.3% hits; in the data active means a potency from the dose series; inconclusive means inhibition above about 29% without an active follow-up result
SIAH1 antagonists: Siah-1 peptide-binding antagonists, primary screen, biochemical, fluorescence polarization, rhodamine-plectin, uHTS (AID 1817); Siah-1 / rhodamine-plectin peptide fluorescence polarization; higher % means a stronger effect; displacement, % at 20 µM, or IC50 in µM where a hit was titrated; 290,000 compounds, 0.02% hits;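 active means displacement of at least 50% at 20 µM, with a fluorescence ratio check between 0.3 and a set limit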;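 further: plate controls were Siah plus tracer with DMSO for no effect and tracer alone without Siah for full effect; strong numbers were not always called active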
XIAP displacement: XIAP antagonists, biochemical, IAP family, fluorescence polarization (AID 1018); XIAP BIR domain, fluorescence polarization peptide displacement; higher % means a stronger effect; one-dose displacement, % at 20 µM; IC50 in µM for titrated hits; 200,000 compounds, 0.007% hits; in the data active means displacement above about 50%; further: a part of the inactive calls stands beside numbers as strong as those of hits
MgcRacGAP inhibition: MgcRacGAP GTPase-activating activity inhibitors, confirmation, biochemical, ADP Hunter fluorescence. MgcRacGAP-stimulated Rac1 GTP hydrolysis, ADP Hunter fluorescence; higher % means a stronger effect; GST-tagged Rac1 F28L mutant substrate. inhibition, % at 30 µM, or IC50 in µM where a hit was titrated. 340,000 compounds, 0.6% hits. AID 624330;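 active means first-screen hits whose inhibition reached a set limit at any dose in the follow-up dose series; inconclusive means inhibition above the set first-screen limit but never retested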;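 further: fluorescence reports GDP produced by GAP-driven GTP hydrolysis; strong numbers were not always called active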
AID2073: inhibitors of Mint1-CaV2.2 protein interaction, biochemical, HTRF (AID 2073); HTRF protein-protein interaction, Mint1-CaV2.2; higher % means a stronger effect; one-dose inhibition, % at 20 µM; IC50 in µM for titrated hits; 290,000 compounds, 0.19% hits; in the data active means inhibition mostly above about 51%, no sharp cut-off; inconclusive means no clear call, values can overlap the other calls; inactive means mostly below about 53%; further: some results filed as inactive read as strong as hits
SV40 large T antigen: SV40 large T antigen inhibitors, biochemical (AID 1903); SV40 large T antigen ATPase/helicase inhibition assay; higher % means a stronger effect; 310,000 compounds, 0.39% hits; one-dose inhibition, % at 20 µM; IC50 in µM for titrated hits; in the data active means a potency from the dose series; inconclusive means inhibition mostly from about 32% at the one dose, without a potency; inactive means the rest, 99 in 100 with inhibition below about 32%; further: strong numbers were not always called active
Dengue-2 NS5 capping pilot replicate: recorded beside Dengue-2 NS5 capping, whose call it bears; inhibition, %; measured here: pilot screen replicate inhibition
* = called active by the depositor; ? = inconclusive; . = no result given.

SMILES | HIV peptide binding | LYP phosphatase | RSV antiviral HEp-2 | Dengue-2 NS5 capping | SIAH1 antagonists | XIAP displacement | MgcRacGAP inhibition | AID2073 | SV40 large T antigen | others
COc1cccc(Nc2nnc(SCc3cc([N+](=O)[O-])cc4c3OCOC4)s2)c1 | -0.1% | 0% | 1.5% | -4% | 11% | -4.8% | -8% | 11% | 7%
CCC1(c2ccc(F)cc2)NC(=O)N(CC(=O)N2CCc3ccccc3C2)C1=O (stereo not drawn) | . | . | -0.3% | 4% | . | . | 11% | . | 6%
CCOC(=O)c1sc2ncn(C(C)C(=O)OC)c(=O)c2c1C (stereo not drawn) | -0.2% | -2% | 1.6% | -7% | -2% | -2.2% | 4% | 0% | -3%
Cc1csc(NC(=O)CCN2C(=O)c3ccccc3S2(=O)=O)n1 | 3.1% | -7% | -1.2% | -2% | 3% | -2.6% | -2% | -2% | 2%
CCC(C)NC(=O)Cn1c(=O)n(CCCC(=O)NCc2ccccc2Cl)c(=O)c2ccccc21 (stereo not drawn) | -1.7% | -7% | -1.9% | -6% | 1% | -6.7% | 4% | -10% | 3%
CC1CCN(c2nc(-c3ccncc3)nc3ccccc23)CC1 | 0.9% | -8% | 20% | -3% | 3% | -0.6% | 3% | 7% | -6%
O=C(CSc1nnc(CN2CCOCC2)n1-c1ccccc1)Nc1ccc(Cl)cc1 | -0.5% | 2% | 16% | -3% | 18% | -0.7% | 7% | -4% | -1%
CC1=C(C(N)=O)C(c2cccs2)n2ncnc2N1 (stereo not drawn) | 1.1% | -6% | -0.3% | 0% | -1% | . | 5% | 3% | 16%
C#CCOCCOCCOCCNc1nc(N2CCN(C(=O)[C@H]([C@@H](C)CC)n3cc([C@@H](N)Cc4ccc(O)cc4)nn3)CC2)nc(N2CCN(C(=O)[C@H](CCCCN)n3cc([C@@H](N)CC(C)C)nn3)CC2)n1 | 2.5% | -24% | -0.1% | . | 1% | -2.5% | . | -11% | 18%
COc1ccccc1NC(=O)CCS(=O)(=O)c1cc2c(cc1Cl)NC(=O)CO2 | -1.4% | -10% | 2.1% | -4% | 2% | . | -25% | -3% | -2%
C=CCc1ccc(OCCCCCN2CCOCC2)c(OC)c1 | -1.0% | -5% | -1.2% | 8% | 0% | -1.2% | 27% | -6% | 3%
O=C(CNC(=O)c1ccco1)NCC(=O)OCc1cccc(C(=O)Oc2ccccc2)c1 | -0.2% | -6% | 0.9% | -4% | -2% | -3.1% | 12% | 2% | 6%
Cc1cnc(NC(=O)CSc2nnc(C)s2)s1 | -2.6% | -7% | 3.2% | -1% | 1% | -9.4% | 8% | 15% | 12% | Dengue-2 NS5 capping pilot replicate=-4.6
CCCCc1oc2c(c(=O)c1C)C(=O)CC(c1ccccc1)C2 (stereo not drawn) | -2.4% | -7% | 0.9% | 1% | -2% | -4.6% | 1% | -4% | 5%
CCCCCCOc1ccc(OC(=O)c2ccncc2)cc1 | -0.7% | -1% | 0.6% | -2% | -1% | -2.3% | 7% | 8% | 5%
Cc1ccc(NC(=O)c2c([N+](=O)[O-])cnn2C)cc1C | 0.3% | -3% | 0.1% | -5% | 11% | . | -5% | -2% | 6% | Dengue-2 NS5 capping pilot replicate=-0.9
O=C(NCCN1C(=O)C2C3C=CC(C3)C2C1=O)Nc1ccccc1 (stereo not drawn) | -0.8% | -10% | 1.8% | -3% | -3% | -5.1% | 1% | -2% | -2%
Cc1cc(NC(=O)CSc2nc3c(c(-c4cccnc4)c2C#N)CCC3)no1 | 7.7% | 1% | -1.1% | -1% | 16% | -14% | 3% | 29% | 3%
O=C1NC(c2ccccc2)=NC1(Nc1ccccn1)C(F)(F)F (stereo not drawn) | -1.2% | -4% | 0.8% | -3% | 7% | -5.4% | 5% | 3% | 0%
Cc1cc(C)cc(NC(=O)Cn2nnc(C(=O)NCCc3ccccc3)c2N)c1 | 5.3% | -7% | 1.6% | -3% | 4% | . | 8% | 20% | 14%
Cc1c(F)cccc1NS(=O)(=O)c1ccc2c(c1)NC(=O)CO2 | 0.9% | 2% | 4.0% | -4% | 9% | -1.8% | 0% | 4% | 8%
C=CCSc1nnnn1-c1ccc(OC)cc1 | 0.4% | 0% | 3.3% | -3% | 6% | -6.2% | 9% | ? | 6%
CCN(C(=O)C1CCCO1)c1ccccc1 (stereo not drawn) | -0.5% | -10% | 0.8% | 0% | 6% | . | 5% | 0% | 6%
CC(=O)N1c2ccccc2C(C)(C)C2CCC(C)CC21 (stereo not drawn) | -2.9% | -4% | 2.0% | -8% | -7% | -1.2% | 2% | 2% | 21%
CCC(C(=O)NCCc1c[nH]c2cc(OC)ccc12)c1ccccc1 (stereo not drawn) | 0.2% | -8% | 1.9% | 1% | 13% | . | 3% | -1% | 6%
Cc1cc(C(=O)N[C@H](c2ccccc2)[C@@]2(C)C[C@@H]2[C@@H](C)C(=O)Nc2ccc3ccccc3c2)n(C)n1 | 3.7% | 2% | 13% | -7% | 0% | -5.7% | 6% | -1% | 21%
COc1ccccc1CN1CC(C(=O)NCCSc2nnnn2C)CCC1=O (stereo not drawn) | 3.1% | -11% | 0.6% | -3% | 13% | . | 7% | 11% | 15%
C[C@@H]1NC(=O)c2cc([N+](=O)[O-])cc(I)c2NCCCC[C@@H](C(N)=O)NC(=O)[C@H](CCC(=O)O)NC1=O | 20% | -1% | -0.2% | 2% | 7% | -0.8% | 5% | -10% | 16%
CCOC(=O)c1c(C)n(C)c2ccc(OC)c(NS(=O)(=O)CC)c12 | -1.7% | -1% | 1.6% | -5% | 2% | -12% | 11% | -1% | 4%
CSc1ncccc1C(=O)OCC(=O)Nc1ccc(S(=O)(=O)N2CCCC2)cc1 | -3.2% | -2% | 2.3% | -1% | -2% | -3.3% | 6% | 1% | 8%
CC(=O)c1ccc(Nc2cc(C)nc3ccccc23)cc1 | -1.0% | -3% | -0.9% | 2% | 0% | -3.4% | 12% | -3% | 21%
CCOc1ccc(N(C(C)C(=O)Nc2cccnc2)S(C)(=O)=O)cc1 (stereo not drawn) | -1.3% | -2% | -1.0% | 6% | 5% | -8.4% | 3% | -8% | 12%
CN(C)c1ccc(/C=C2/C=C(c3ccc4c(c3)CCCC4)OC2=O)cc1 | 4.9% | 12% | 7.2% | -3% | 6% | . | 13% | 2% | 17%
COC(=O)C1CCN(C2CC(=O)N(c3cc(C)cc(C)c3)C2=O)CC1 (stereo not drawn) | 0.9% | -4% | 1.0% | 3% | 0% | -8.2% | 8% | -1% | -7%
COc1ccc([N+](=O)[O-])c(OC)c1C(=O)NC(=O)Nc1c(C)cccc1C | 0.2% | -1% | 0.2% | -2% | 2% | . | 10% | 2% | 4%
CC(/C=N/Nc1ncc(C)c(=O)[nH]1)=C\c1ccccc1 | 0.2% | 2% | 1.7% | -1% | 0% | -2.3% | 14% | 4% | 12%
Cc1ccc2cc(C3CC(c4ccco4)=NN3C(=O)CCC(=O)O)c(Cl)nc2c1 (stereo not drawn) | 67% | -6% | -0.6% | 4% | 8% | -2.0% | 14% | 6% | 3%
Cc1ccc(S(=O)(=O)CNC(=S)c2cccc(Cl)c2)cc1 | 2.4% | -3% | 0.1% | -8% | 0% | -2.5% | 2% | 4% | 8%
Cc1ccc(CNC(=O)CNC(=O)c2c(C)nn(C)c2Cl)cc1 | -0.6% | -5% | 1.7% | 2% | 5% | -4.7% | 7% | 36% | 9%
Cc1cc(C)n(CCC(=O)N/N=C/c2cccc([N+](=O)[O-])c2)n1 | 1.1% | -10% | 1.0% | -12% | 0% | . | -11% | 0% | 10%
CSc1ccc(S(=O)(=O)NCC(=O)OCC(=O)NCC2CCCO2)cc1[N+](=O)[O-] (stereo not drawn) | . | . | -1.4% | 1% | . | . | 8% | . | 8%
COCCn1c(=O)[nH]c2cc(C(=O)N3CCN(c4ccc(OC)cc4)CC3)ccc2c1=O | -0.8% | -8% | -0.4% | 2% | -4% | . | -1% | 2% | 5%
CC(=O)Cc1nsc(Nc2ccc(Cl)cc2)n1 | -1.2% | -10% | 5.7% | -3% | -6% | 4.2% | 7% | -2% | 10%
O=C(COc1ccc2ccccc2c1)NNC(=O)c1cccs1 | 0.9% | -8% | 1.2% | -6% | 17% | -7.0% | 4% | 1% | 4%
COc1ccc(N2CCN(c3nc(C)c(C)c(=O)[nH]3)CC2)cc1 | -1.1% | -9% | 1.0% | -6% | -3% | . | 21% | -10% | 20%

Entries from the list above with a furan ring, fused or not (2):
SMILES | HIV peptide binding | LYP phosphatase | RSV antiviral HEp-2 | Dengue-2 NS5 capping | SIAH1 antagonists | XIAP displacement | MgcRacGAP inhibition | AID2073 | SV40 large T antigen | others
O=C(CNC(=O)c1ccco1)NCC(=O)OCc1cccc(C(=O)Oc2ccccc2)c1 | -0.2% | -6% | 0.9% | -4% | -2% | -3.1% | 12% | 2% | 6%
Cc1ccc2cc(C3CC(c4ccco4)=NN3C(=O)CCC(=O)O)c(Cl)nc2c1 (stereo not drawn) | 67% | -6% | -0.6% | 4% | 8% | -2.0% | 14% | 6% | 3%

Returning to the listing, starting two compounds before the break.
SMILES | HIV peptide binding | LYP phosphatase | RSV antiviral HEp-2 | Dengue-2 NS5 capping | SIAH1 antagonists | XIAP displacement | MgcRacGAP inhibition | AID2073 | SV40 large T antigen | others
O=C(COc1ccc2ccccc2c1)NNC(=O)c1cccs1 | 0.9% | -8% | 1.2% | -6% | 17% | -7.0% | 4% | 1% | 4%
COc1ccc(N2CCN(c3nc(C)c(C)c(=O)[nH]3)CC2)cc1 | -1.1% | -9% | 1.0% | -6% | -3% | . | 21% | -10% | 20%
CCOc1cc(-c2noc(CCC(=O)N3CCOCC3)n2)ccc1OC | -0.4% | -9% | 0.5% | 5% | 2% | -7.2% | 8% | -6% | 1%
O=C(NC12CC3CC(CC(C3)C1)C2)c1ccco1 | -0.5% | -6% | 2.5% | -5% | 2% | . | 10% | 0% | 3%
CC1Cc2nc(SCC(=O)Nc3ccc(F)cc3)n(C)c(=O)c2S1 (stereo not drawn) | -0.7% | 1% | 0.6% | -3% | 5% | -4.4% | 4% | -3% | 9%
Cc1ccn2c(=O)c(C(=O)NCCC3=CCCCC3)c(O)nc2c1 | -2.0% | -3% | 0.5% | 2% | -3% | . | 7% | 8% | 10%
CCCOc1cccc(C(=O)N(Cc2cccs2)C2CCS(=O)(=O)C2)c1 (stereo not drawn) | -0.9% | -5% | 1.2% | -13% | 0% | -0.5% | 9% | -3% | -1%
CN1CCN(c2ccc(S(=O)(=O)N3CCCCC3)cn2)CC1 | 0.1% | -9% | -1.9% | -4% | 0% | -3.7% | 7% | 12% | 9%
CC1(C)Cc2nc3sc(C(=O)NCCCO)c(N)c3cc2CO1 | 3.9% | -1% | 2.1% | -2% | 4% | . | 11% | -10% | 13%
O=C(Nc1ccc(-c2nc3cc(Cl)ccc3c(=O)o2)cc1)c1ccco1 | 2.6% | -6% | 1.4% | 0% | 21% | -7.3% | 14% | 44% | 15%

Assay outcomes as filed in PubChem BioAssay.
